Screening results from PubChem.
HTR5A ag – HTR5A agonism, opioid heterodimer counter-screen; 340,000 compounds, 0.61% hits; P47898; HTR5A agonist assay, luminescence, cell-based; activation, % at 9.3 µM; in the data active = activation mostly above about 9.5%, no sharp cut-off; inactive = mostly below about 7.6%;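 note: 0% = cells with vehicle only and 100% = reference agonist; strong numbers were not always called active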
RTF Ca sens act – increases calcium sensitivity of human cardiac regulated thin filaments; activation, % at 7.2 µM; 340,000 compounds, 0.24% hits; IANBD-labeled TnC RTF fluorescence at EC20 calcium; 0% EC20 calcium, 100% full calcium; P19429+P45379;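 active = activation above the mean over all tested compounds plus 3 SD, cut at about 30% in these data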;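 note: rise in fluorescence read as greater calcium sensitivity of cardiac thin filaments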
Wnt bcat act – activates Wnt/beta-catenin signaling in a reporter cell assay; activator, plate reader; activation, % at 9.35 µM; 300,000 compounds, 1.2% hits; in the data active = activation above about 30%, passing the limit was not always enough;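 note: 0% = neutral control wells and 100% = positive control wells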
Rtt109 Vps75 – blocks Candida albicans Rtt109/Vps75 acetyltransferase activity; inhibition, % at 34.9 µM; AID 540336; purified Rtt109/Vps75, ThioGlo CoA-SH fluorescence, 4 h; Q5AAJ8; 330,000 compounds, 0.16% hits;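 active = inhibition of at least 50% in every replicate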
dFosB activator – activators of mouse delta FosB homodimer; P13346; purified delta FosB, TAMRA-CDK5 oligo fluorescence polarization; percent of positive-control signal above neutral wells; activation, % at 25 µM; 340,000 compounds, 0.99% hits; AID 493131;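 active = mean activation above about 17%, with every replicate also reaching it, limit read from the data, passing the limit was not always enough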;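 note: fluorescence polarization rise as delta FosB binds a TAMRA Cdk5 AP-1 oligo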
Target sequence (P13346 whole entry, looked up): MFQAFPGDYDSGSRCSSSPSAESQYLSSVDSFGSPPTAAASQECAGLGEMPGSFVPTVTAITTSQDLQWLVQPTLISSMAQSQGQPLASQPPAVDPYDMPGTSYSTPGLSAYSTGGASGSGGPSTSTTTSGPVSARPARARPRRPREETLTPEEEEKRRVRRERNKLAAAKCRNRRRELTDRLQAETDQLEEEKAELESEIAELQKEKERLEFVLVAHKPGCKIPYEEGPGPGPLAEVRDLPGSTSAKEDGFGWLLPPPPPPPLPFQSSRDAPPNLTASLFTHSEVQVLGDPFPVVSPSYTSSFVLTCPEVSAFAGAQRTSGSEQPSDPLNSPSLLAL
PvdQ acylase – blocks Pseudomonas aeruginosa PvdQ acylase activity; purified PvdQ acylase, fluorescence plate reader; inhibition, % at 10 µM; 340,000 compounds, 0.063% hits; in the data active = inhibition above about 30%, passing the limit was not always enough;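 note: 0% = vehicle neutral wells and 100% = reference inhibitor wells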
SR-BI DiI inh – blocks mouse SR-BI lipid uptake from DiI-HDL | 320,000 compounds, 0.96% hits | inhibition, % at 12.5 µM | Q61009 | ldlA[mSR-BI] CHO cells, DiI-HDL uptake fluorescence, 3 h;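 active = mean replicate inhibition of at least 70% and a set share of replicates each scoring 70 or more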;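 note: 0% = median of neutral control wells and 100% = median of positive control wells; values of inactives mirror those of a sister screen read the other way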
Target sequence (Q61009 whole entry, looked up): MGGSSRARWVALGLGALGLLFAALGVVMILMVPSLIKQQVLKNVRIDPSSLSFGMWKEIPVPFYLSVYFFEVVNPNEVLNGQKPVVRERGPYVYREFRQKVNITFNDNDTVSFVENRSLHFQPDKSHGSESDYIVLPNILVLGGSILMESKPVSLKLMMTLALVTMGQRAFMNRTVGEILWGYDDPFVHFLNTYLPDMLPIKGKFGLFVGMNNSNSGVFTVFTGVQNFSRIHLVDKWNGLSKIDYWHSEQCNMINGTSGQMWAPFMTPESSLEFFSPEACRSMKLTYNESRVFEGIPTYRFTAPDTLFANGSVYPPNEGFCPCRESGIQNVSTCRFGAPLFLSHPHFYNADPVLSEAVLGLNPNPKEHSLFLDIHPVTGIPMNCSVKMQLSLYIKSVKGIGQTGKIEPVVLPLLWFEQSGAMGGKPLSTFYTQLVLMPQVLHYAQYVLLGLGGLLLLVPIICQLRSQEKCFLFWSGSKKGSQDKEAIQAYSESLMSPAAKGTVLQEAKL
CDK5 inh – blocks human CDK5/p35 kinase activity | Q00535+Q15078 | Recombinant CDK5/p35, ADP-Glo luminescence, 60 min | inhibition, % at 10 µM | 330,000 compounds, 0.01% hits | AID 488839;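 active = highest replicate inhibition of at least 50% and at least 75% of replicates reaching 50%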;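 note: plate controls were DMSO neutral control for no effect and GW8510 at 10 µM for full effect; many of its hits are not listed in these tables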
MITF act – MITF TRPM1 promoter activation in melanoma cells | SK-MEL-5 TRPM1-promoter luciferase, 24 h; % of positive control, neutral wells = 0 | AID 588334 | activation, % at 12.5 µM | 300,000 compounds, 0.75% hits;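 active = mean activation of at least 80% with every replicate also reaching 80%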;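 note: 0% = neutral control wells and 100% = parthenolide positive control wells; values of inactives mirror those of a sister screen read the other way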
SR-BI DiI-HDL act – enhances SR-BI lipid uptake from DiI-HDL; CHO ldlA[mSR-BI] cells, DiI-HDL uptake fluorescence, 3 h; 100 = double the neutral-control signal; activation, % at 12.5 µM; 320,000 compounds, 0.096% hits; AID 504775;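 active = mean replicate activation of at least 60% and every replicate at or above 60%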;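 note: 0% = median plate neutral-control signal and 100% = twice that signal; values of inactives mirror those of a sister screen read the other way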
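System: CHO ldlA[mSR-BI] cells / Medium: HEPES-buffered (25 mM, pH 7.4) F12 plus 0.5% BSA / Probe or stimulus: labelled HDL, 10 µg/mL / Doses: single compound concentration, delivered by pin transfer / Schedule: 3 h, 37 °C / Measured by: DiI fluorescence, bottom read / Measure: cell-associated DiI fluorescence as measure of HDL uptake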
* hit, by the source's call; · = no result given. Compounds were not picked by outcome; about 4.4% have a hit in one of these screens.

#1 CCNc1nc(Oc2ccc(=O)n(-c3ccccc3)n2)nc(N2CCOCC2)n1
#2 Cc1ccc(CNC(=O)/C=C/c2cccs2)cc1
#3 CC(=O)Nc1ccc2nc(NC(=O)COc3ccc([N+](=O)[O-])cc3)sc2c1
#4 Cc1cc(C)cc(C(=O)NCC(=O)NCc2ccc(S(N)(=O)=O)cc2)c1
#5 COC(=O)c1c(-c2ccccc2Cl)noc1/C=C/N(C)C
assay / entry	1	2	3	4	5
HTR5A ag	1.4	2.0	-2.3	0.1	-2.1
RTF Ca sens act	-1.9	-6.5	-0.8	1.5	-1.1
Wnt bcat act	·	-2.2	0.7	22.9	-1.6
Rtt109 Vps75	6.2	7.8	11.3	-0.9	·
dFosB activator	-1.6	3.8	3.5	0.6	-2.4
PvdQ acylase	-6.5	-7.2	8.5	-14.2	-14.6
SR-BI DiI inh	-51.7	-16.3	26.1	-0.8	-1.8
CDK5 inh	1.9	0.6	0.1	0.7	-1.6
MITF act	-11.8	-0.3	16.2	-13.3	14.8
SR-BI DiI-HDL act	51.7	16.3	-26.1	0.8	1.8

#6 Cc1ccc(CNC(=O)CN2C(=O)NC3(CC(C)CC(C)(C)C3)C2=O)cc1 (stereo unspecified)
#7 O=C(c1cc(Cl)cc(Cl)c1)N1CCOCC1
#8 Cc1ccc(-n2nc3c(=O)n(CC(=O)NCCCc4ccccc4)nc(C)c3c2C)cc1
#9 Cc1c(Br)c([N+](=O)[O-])nn1CCCC(=O)NC(C)c1ccccc1 (stereo unspecified)
#10 Cc1cccc(Nc2ccc(S(=O)(=O)N3CCOCC3)cc2[N+](=O)[O-])c1
assay / entry	6	7	8	9	10
HTR5A ag	1.6	0.5	3.7	-6.3	-3.8
RTF Ca sens act	6.4	-2.4	-1.1	-2.1	-3.9
Wnt bcat act	-0.6	-4.3	0.6	-2.4	-4.0
Rtt109 Vps75	-10.3	5.6	-5.9	-0.7	-5.5
dFosB activator	-13.3	-2.4	-4.0	-7.5	-7.2
PvdQ acylase	-9.3	-17.0	-8.9	-4.4	-2.5
SR-BI DiI inh	-7.4	3.8	-11.2	·	29.2
CDK5 inh	-0.9	0.7	-0.8	-2.8	-1.7
MITF act	1.9	6.1	-7.1	11.4	-1.6
SR-BI DiI-HDL act	7.4	-3.8	11.2	·	·

#11 COc1ccc(-c2nnc3sc(COc4ccc(C)cc4)nn23)cc1
#12 CCN1C(=NCc2ccccc2)N[C@@H](c2ccccc2)[C@H](C(=O)OC)[C@H]1C
#13 CC(=O)NC1=NN(C(C)=O)C(C)(c2ccccn2)S1 (stereo unspecified)
#14 CCc1cc2cc3c(cc2nc1SCC(=O)Nc1nnc(C)s1)OCCO3
#15 CCC(=O)Nc1nc(C)c(Oc2ccccc2)c(=O)[nH]1
assay / entry	11	12	13	14	15
HTR5A ag	2.8	5.9	1.4	-4.2	7.6
RTF Ca sens act	-2.2	7.5	-3.1	-0.1	0.4
Wnt bcat act	-0.8	-0.2	-0.6	-3.1	·
Rtt109 Vps75	-2.4	-1.1	-2.9	-4.4	0.8
dFosB activator	-21.8	8.2	-2.4	0.0	6.5
PvdQ acylase	-13.7	-10.2	-1.6	-8.1	-4.3
SR-BI DiI inh	-2.6	-5.5	-1.1	-9.5	-6.3
CDK5 inh	-0.2	-1.1	-0.7	1.2	-3.7
MITF act	·	-0.1	12.9	-15.9	-14.5
SR-BI DiI-HDL act	2.6	5.5	1.1	9.5	6.3

#16 COC(=O)c1ccccc1NC(=O)Nc1ccc(C(=O)N2CCCC2)cc1
#17 COc1ccc(CCNc2cc(=O)[nH]c(N)n2)cc1
#18 Cc1ccc(C(OCC(O)CNCc2ccc(F)cc2)c2ccccc2)cc1 (stereo unspecified)
#19 O=C(Cn1c2c(c(=O)n3ncnc13)CCC2)N/N=C/c1ccc(Cl)cc1
#20 CCOc1cc2[nH]c(=O)n(CCCC(=O)NCc3ccco3)c(=O)c2cc1OCC
assay / entry	16	17	18	19	20
HTR5A ag	4.5	-1.0	4.2	-5.3	5.0
RTF Ca sens act	3.0	6.2	5.7	-6.5	-3.9
Wnt bcat act	-2.6	-2.1	-0.3	1.8	-0.9
Rtt109 Vps75	0.4	4.4	6.8	-25.5	7.5
dFosB activator	-5.6	-3.0	-9.2	-5.9	0.5
PvdQ acylase	-15.7	-20.9	4.8	-9.6	-6.9
SR-BI DiI inh	0.6	-14.7	-5.4	-11.8	14.6
CDK5 inh	-0.4	-0.4	0.5	-0.7	0.2
MITF act	·	-5.0	13.0	·	3.8
SR-BI DiI-HDL act	-0.6	14.7	5.4	11.8	-14.6

#21 S=c1[nH]cnc2sc(-c3ccccc3)cc12
#22 Cc1ccc2nc(N3CC(=O)Nc4ccccc43)nc(-c3ccccc3)c2c1
#23 CCNC(=O)N1CCC(c2nc3ccccc3s2)CC1
#24 COc1ccc(CCNc2ccc(C(CC(N)=O)NC(=O)c3ccc(Br)cc3)cc2[N+](=O)[O-])cc1 (stereo unspecified)
#25 O=c1c2ccccc2oc2nc(-c3ccco3)n(Cc3ccccc3)c(=O)c12
assay / entry	21	22	23	24	25
HTR5A ag	-4.7	-2.6	-1.0	9.1	2.6
RTF Ca sens act	2.8	2.2	-8.2	-7.6	1.9
Wnt bcat act	-2.4	·	-2.6	-3.7	11.1
Rtt109 Vps75	1.7	-4.4	-3.9	-2.4	-6.2
dFosB activator	-2.7	4.1	4.5	5.2	-14.2
PvdQ acylase	-7.4	-2.2	8.7	-12.0	17.3
SR-BI DiI inh	-13.5	14.9	-7.7	-13.9	7.2
CDK5 inh	1.0	1.6	4.4	0.2	2.0
MITF act	53.9	6.6	7.0	-2.4	49.6
SR-BI DiI-HDL act	13.5	-14.9	7.7	13.9	-7.2

Record cards (already shown). Order of screens: HTR5A ag, RTF Ca sens act, Wnt bcat act, Rtt109 Vps75, dFosB activator, PvdQ acylase, SR-BI DiI inh, CDK5 inh, MITF act, SR-BI DiI-HDL act
Record of O=c1c2ccccc2oc2nc(-c3ccco3)n(Cc3ccccc3)c(=O)c12 = 2.6, 1.9, 11.1, -6.2, -14.2, 17.3, 7.2, 2.0, 49.6, -7.2
Record of Cc1ccc2nc(N3CC(=O)Nc4ccccc43)nc(-c3ccccc3)c2c1 = -2.6, 2.2, ·, -4.4, 4.1, -2.2, 14.9, 1.6, 6.6, -14.9

New compounds follow.
#26 Cc1cc(O)ccc1NC(=O)CCN1C(=O)c2ccc([N+](=O)[O-])cc2C1=O
#27 COc1ccc(-c2noc(CN3CCCCC3)n2)cc1OC
#28 Cc1c(C(=O)N(Cc2cccc(Br)c2)C2CCS(=O)(=O)C2)oc2ccccc12 (stereo unspecified)
#29 CC(Oc1cccc(Cl)c1)C(=O)N(C)CC(=O)Nc1ccc(N2CCOCC2)cc1 (stereo unspecified)
#30 CCCCN(CCCC)C(=O)C1(P(=O)(c2ccccc2)c2ccccc2)CCC1
assay / entry	26	27	28	29	30
HTR5A ag	4.7	-4.5	0.5	-2.7	-3.1
RTF Ca sens act	-3.1	7.4	-4.2	-0.4	-4.1
Wnt bcat act	·	·	-2.1	-7.7	-4.2
Rtt109 Vps75	-3.4	7.2	9.3	-6.0	4.1
dFosB activator	2.2	0.6	-13.8	-1.0	-2.4
PvdQ acylase	4.9	-6.9	-2.4	-7.1	1.5
SR-BI DiI inh	-12.2	13.3	17.3	-11.8	-21.1
CDK5 inh	0.8	0.0	0.3	0.3	0.2
MITF act	1.4	12.6	-30.3	-26.1	-4.9
SR-BI DiI-HDL act	12.2	-13.3	-17.3	11.8	21.1

#31 CC1Cc2ccccc2N1Cc1cccc(S(=O)(=O)N(C)C)c1 (stereo unspecified)
#32 COc1cc(C(=O)N2CCC(NC(=O)C(Cc3ccc(C)cc3)NC(C)=O)CC2)cc(OC)c1OC (stereo unspecified)
#33 CCn1cnc2c1c(=O)n(CC(=O)Nc1ccc(C(N)=O)cc1)c(=O)n2Cc1ccccc1
#34 Cc1ccc(C(=O)NCCCNC(=O)COc2ccccc2Cl)cn1
#35 CCOc1ccc(-n2c(C)c(C(C)=O)c3cc(O)ccc32)cc1
assay / entry	31	32	33	34	35
HTR5A ag	1.6	-3.0	3.0	-1.0	7.7
RTF Ca sens act	-1.2	-7.1	0.3	-4.3	-7.3
Wnt bcat act	0.2	0.2	-1.8	-0.7	-1.8
Rtt109 Vps75	1.8	4.9	6.4	-4.5	-0.2
dFosB activator	-10.3	-2.6	-6.5	0.0	-2.9
PvdQ acylase	-15.6	-0.2	-8.5	-14.2	-9.1
SR-BI DiI inh	25.7	-26.0	·	·	7.8
CDK5 inh	0.4	1.3	-0.4	0.5	-0.2
MITF act	0.6	-7.9	16.4	·	8.2
SR-BI DiI-HDL act	-25.7	26.0	·	·	-7.8

#36 COc1ccc2c(c1)c1nnc(SCC(=O)N3C(C)CCCC3C)nc1n2C (stereo unspecified)
#37 Nc1ccc(Nc2ccccc2)c(S(=O)(=O)O)c1
#38 CCCNC(=O)c1ccc(N2CCC3(CC2)CC(c2cccc(Br)c2)=NO3)c([N+](=O)[O-])c1
#39 CC(C)Cc1c(O)nc(SCC(=O)N2CCCCCC2)[nH]c1=O
#40 O=C(Nc1ccn(CCCN(CCCn2ccc(NC(=O)OCc3ccccc3)nc2=O)CCc2cc3ccccc3[nH]2)c(=O)n1)OCc1ccccc1
assay / entry	36	37	38	39	40
HTR5A ag	-0.3	5.6	-2.4	0.3	0.4
RTF Ca sens act	1.6	-4.9	3.0	7.0	-1.2
Wnt bcat act	-1.8	-1.6	-7.1	1.1	-3.2
Rtt109 Vps75	-2.7	17.0	-2.4	-55.3	2.1
dFosB activator	-10.5	-3.9	-0.6	0.3	82.7*
PvdQ acylase	9.7	10.2	-10.8	-12.4	-4.3
SR-BI DiI inh	12.1	·	61.7	·	13.0
CDK5 inh	0.5	·	-1.8	-0.9	0.6
MITF act	·	0.4	-6.8	-0.7	2.3
SR-BI DiI-HDL act	-12.1	·	-61.7	·	-13.0

#41 CN(Cc1ccon1)C(=O)C1CCC(=O)N(Cc2ccc(Cl)cc2)C1 (stereo unspecified)
#42 CC(=O)Oc1ccc(C(=O)Nc2ccc(S(=O)(=O)N3CCOCC3)cc2)cc1
#43 CCCn1nnnc1NCc1c(Cl)cccc1Cl
#44 COC(=O)c1nn(-c2ccccc2)c(Sc2ccc(C)cc2)c1/C=N/O
#45 Cc1ccc(S(=O)(=O)N(C)c2ccc(OCC(=O)Nc3ccc(S(C)(=O)=O)cc3)cc2)cc1
#46 CN(c1ccc(C(=O)N2CCOCC2)cc1)S(=O)(=O)c1ccc(Cl)cc1
assay / entry	41	42	43	44	45	46
HTR5A ag	-2.2	3.8	0.9	4.2	4.7	6.0
RTF Ca sens act	-0.1	-4.4	1.6	-7.7	2.2	0.0
Wnt bcat act	-1.6	-0.1	-1.1	·	-4.2	1.5
Rtt109 Vps75	1.0	0.0	1.4	1.6	-4.0	-3.8
dFosB activator	-2.2	-10.3	-1.1	1.3	-7.6	2.6
PvdQ acylase	-11.2	-6.8	-9.4	-17.0	1.5	-1.1
SR-BI DiI inh	0.3	21.2	-14.7	11.2	9.1	17.2
CDK5 inh	-1.8	-5.4	-0.2	-0.9	-2.0	-1.7
MITF act	-6.2	·	-4.5	-1.6	·	5.9
SR-BI DiI-HDL act	-0.3	-21.3	14.7	-11.2	-9.1	-17.2
